Screening results: PubChem, several laboratories
GSK3beta inhib – human GSK3beta kinase inhibitors, primary screen, biochemical, cell-free homogeneous, HTS; Glycogen synthase kinase-3 beta (Homo sapiens), P49841; GST-GSK3beta kinase, ADP-Glo luminescence, 60 min; stronger effect = lower value; activity score (negative = inhibition), % at 10 µM; 0.038% of 300,000 active;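 active means more than half of replicate wells score below -50%, meaning over 50% inhibition versus plate controls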;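 further: 0% = median DMSO wells and -100% = median GW8510 positive control wells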
Target sequence (P49841 whole entry, looked up): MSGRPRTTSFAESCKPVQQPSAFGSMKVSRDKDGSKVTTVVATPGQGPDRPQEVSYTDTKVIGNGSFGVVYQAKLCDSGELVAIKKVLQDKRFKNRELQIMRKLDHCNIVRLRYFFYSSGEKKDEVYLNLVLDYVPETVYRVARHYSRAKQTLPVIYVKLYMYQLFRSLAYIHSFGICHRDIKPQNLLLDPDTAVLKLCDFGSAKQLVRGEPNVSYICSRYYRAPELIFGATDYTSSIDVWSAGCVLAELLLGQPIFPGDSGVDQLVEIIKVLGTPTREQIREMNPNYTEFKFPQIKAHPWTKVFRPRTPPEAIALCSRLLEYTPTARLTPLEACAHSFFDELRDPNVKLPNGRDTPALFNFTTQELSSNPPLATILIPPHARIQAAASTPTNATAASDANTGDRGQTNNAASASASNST
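Assay system: GST-tagged human GSK3beta kinase, cell-free; Input: 1.6 ng GSK3beta; Medium: Tris/MgCl2 kinase buffer; Timing: 60 min enzyme reaction, room temperature; Signal: ADP-Glo luminescence quantifying ADP generated by kinase; Evaluation: score relative to plate controls; Benchmarks: DMSO neutral wells and GW8510 at 20 µM as positive.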
PolyA inhibitor – polyadenylation inhibitors in yeast reporter cells, primary screen, luminescence, S. cerevisiae; S. cerevisiae SKY197-pL101 polyadenylation reporter, beta-gal luminescence; efflux-impaired pdr1/pdr3 knockout yeast; score 100 = 6 SD above DMSO; calls only at 12 µM; 0.02% of 300,000 active; AID 1875, 2009;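 active means lowest replicate activity score at least 50, where 100 means six control SD above control mean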;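 further: yeast exposed to compound for 9 h at 30 °C; higher score means more reporter readthrough which indicates perturbed polyadenylation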
hERG protect – hERG rescue from dofetilide block, primary screen, cell-based, CHO-hERG, FluxOR thallium flux, dofetilide IC70. Voltage-gated inwardly rectifying potassium channel KCNH2 (Homo sapiens), Q12809. dofetilide IC70 present. activation (rescue from dofetilide block), less the hit threshold, % at 10 µM. 0.51% of 310,000 active. AID 1511, 2009;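 active means activation above the mean of controls blocked by dofetilide plus 5 SD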;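 further: thallium influx through hERG after potassium depolarization seen as dye fluorescence rise; in these data hits start at about 4.7%; inactives centre near -7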
Dyrk1A ADPGlo – rat Dyrk1A kinase inhibitors, primary screen, biochemical, single point, plate reader. 0.43% of 310,000 active. inhibition, % at 12.5 µM. AID 504441, 2011. Dual specificity tyrosine-phosphorylation-regulated kinase 1A (Rattus norvegicus), Q63470. ADP-Glo luminescence, NFATc1 peptide; in the data active means inhibition above about 50%;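 further: plate controls were vehicle with enzyme for no effect and no enzyme for full effect; many of its hits are not listed in these tables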
RGS4 inh – RGS4 inhibitors, primary screen, cell-based, HEK293 M3R inducible RGS4, calcium flux | B-score at 10 µM | Fluo-4 calcium flux; stronger effect = higher value; triggered by carbachol at its EC20 | 0.45% of 310,000 active | Regulator of G-protein signaling 4 (Homo sapiens), P49798;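 active means B-score, a plate-corrected calcium signal, over three deviations above library mean, with baseline fluorescence within five deviations of library mean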;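 further: RGS4 expression induced by doxycycline in cells with stable M3 receptor; B-score is computed from the integrated fluorescence ratio over baseline after carbachol; higher B-score means a larger calcium signal and so more RGS4 inhibition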
Target sequence (P49798 whole entry, looked up): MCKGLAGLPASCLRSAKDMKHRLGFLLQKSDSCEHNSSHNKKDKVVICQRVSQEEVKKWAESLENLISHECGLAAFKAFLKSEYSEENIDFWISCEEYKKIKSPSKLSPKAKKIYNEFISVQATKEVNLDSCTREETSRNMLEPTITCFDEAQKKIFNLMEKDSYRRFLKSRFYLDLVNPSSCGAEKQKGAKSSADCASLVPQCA
KCNQ1 pot – potentiators or activators of KCNQ1 channel, primary screen, cell-based, thallium flux, high-throughput. Potassium voltage-gated channel subfamily KQT member 1 (Homo sapiens), P51787. B-score at 10 µM. 0.35% of 310,000 active. CHO-K1 KCNQ1, thallium flux FluxOR fluorescence; stronger effect = higher value;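 active means fluorescence ratio B-score, a plate-corrected score, at least three library SD, with initial intensity B-score within 5 SD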
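Schedule – 37 °C overnight plating, 90-min dark dye load, 20-min compound pretreatment · System – stable KCNQ1 CHO-K1 line · Probe or stimulus – thallium- and potassium-containing depolarizing buffer · Measured by – kinetic FluxOR fluorescence, 10 s baseline plus 110 s post-stimulus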
RGS4 pot – RGS4 potentiators or activators, primary screen, cell-based, HEK293 M3R inducible RGS4, calcium flux | 0.92% of 310,000 active | carbachol calcium flux Fluo4; stronger effect = lower value | B-score at 10 µM;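 active means B-score of the integrated calcium signal more than 4 SD below the library mean, with starting fluorescence not abnormally high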;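 further: negative B-score means reduced calcium response which marks RGS4 activation or potentiation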
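Test system: HEK293 cells with stable M3R and inducible RGS4; also added: carbachol at ECmax as muscarinic agonist stimulus; schedule: dye loading 30 min 37 °C, buffer rest 30 min RT; technique: kinetic calcium fluorescence imaging with Fluo4-AM dye, 2 µM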
KCNK3 inh – human KCNK3 channel inhibitors, primary screen, CHO cells, FluxOR thallium flux, B-score | 0.84% of 340,000 active | B-score at 10 µM | FluxOR fluorescence; stronger effect = lower value | AID 602410, 2012;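 active means B-score under library mean minus 4 SD, starting fluorescence ratio at most library mean plus 5 SD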;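 further: more negative B-score means stronger inhibition of thallium flux through KCNK3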
Target sequence (O14649 whole entry, looked up): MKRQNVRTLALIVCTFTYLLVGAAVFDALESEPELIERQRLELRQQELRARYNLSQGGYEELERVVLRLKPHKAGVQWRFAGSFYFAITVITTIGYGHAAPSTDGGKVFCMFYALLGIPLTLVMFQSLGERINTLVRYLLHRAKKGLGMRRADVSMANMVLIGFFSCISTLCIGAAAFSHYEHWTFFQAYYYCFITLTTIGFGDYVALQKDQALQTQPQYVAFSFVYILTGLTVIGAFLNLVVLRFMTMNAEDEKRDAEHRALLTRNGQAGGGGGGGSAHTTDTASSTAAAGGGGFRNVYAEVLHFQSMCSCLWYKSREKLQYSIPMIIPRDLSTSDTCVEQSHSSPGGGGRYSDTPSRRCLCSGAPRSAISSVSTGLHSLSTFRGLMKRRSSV
GSK3 alpha inh – blockers of GSK3A enzyme activity – biochemical, luminescence, cell-free homogeneous, HTS, primary screen | Glycogen synthase kinase-3 alpha (Homo sapiens), P49840 | 0.1% of 320,000 active | inhibition, % at 10 µM | GSK-3 alpha kinase, ADP-Glo luminescence, 60 min;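 in the data active means inhibition above about 50%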;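 further: GST-tagged GSK-3 alpha with peptide substrate and 25 µM ATP; 0% = DMSO neutral wells and 100% = GW8510 positive control wells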
KCNQ1 inh – inhibitors of human KCNQ1 channel, primary screen, cell-based, thallium flux, high-throughput. Potassium voltage-gated channel subfamily KQT member 1 (Homo sapiens), P51787. CHO-K1 KCNQ1, FluxOR thallium flux fluorescence; stronger effect = higher value. B-score at 10 µM. 1.3% of 310,000 active. AID 2642, 2010;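 active means compounds whose thallium flux B-score, printed positive for inhibition, exceeds three library SD while starting fluorescence stays within three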;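 further: channel opened by potassium depolarization with thallium stimulus after 20 min compound exposure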
KCNK9 block – KCNK9 potassium channel inhibitors, primary screen, HEK293 cells, thallium flux; Potassium channel subfamily K member 9 (Homo sapiens), Q9NPC2; FluxOR thallium flux fluorescence; stronger effect = lower value; B-score at 10 µM; 1.2% of 310,000 active; AID 488922, 2010;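 active means ratio B-score over 3 SD below the library mean, with starting fluorescence within 5 SD of its mean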;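 further: negative B-score means less thallium flux so channel inhibition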
Numbers without * were called inactive; i = inactive; · = no result given; & = joins results of further samples. Only part of the results is shown. The share of hits here may be higher or lower than overall.

SMILES	GSK3beta inhib	PolyA inhibitor	hERG protect	Dyrk1A ADPGlo	RGS4 inh	KCNQ1 pot	RGS4 pot	KCNK3 inh	GSK3 alpha inh	KCNQ1 inh	KCNK9 block
CN1C(=O)/C(=C\c2ccc(N3CCCCCC3)cc2)C(=O)NC1=S	6	i	-4	0	i	i	i	i	-2	i	i
COc1ccccc1N=Nc1c(O)[nH]c(=S)[nH]c1=O	-1	i	-10	·	i	i	i	i	0	i	i
C[C@]12C=CC(=O)C=C1C=C[C@@H]1C2CC[C@]2(C)C(=O)CCC12 (stereo not given in full)	-2	i	-3	-2	i	i	i	i	2	i	i
O=C(Nc1ccccc1OC(=O)N1CCCCC1)N1CCCCC1	2	i	-4	-7	i	i	i	i	-1	i	i
O=C(CN1C(=O)CCSc2ccccc21)N1CCC2(CC1)OCCO2	1	i	-7	9	i	i	i	i	-2	i	i
C[C@H]1C/C=C/[C@H]2[C@H](O)[C@H](C)[C@@](C)(O)[C@H]3[C@H](Cc4ccccc4)NC(=O)[C@]32[C@H](O)/C=C/[C@](C)(O)C1	4	i	-2	·	i	i	i	·	0	i	i
CCC(=O)N1N=C2C3CCN(CC3)C2C1c1ccccc1 (stereo not given)	1	i	1	·	i	i	i	i	-5	i	i
CC1CCCN(CC(=O)N2CCCc3ccccc32)C1 (stereo not given)	-1	i	1	-7	i	i	i	i	-2	i	i
Cc1ccc(CN2C3CCCC2CC(NC(=S)NCc2ccccc2)C3)cc1 (stereo not given)	3	i	-22	-3	i	i	i	i	1	i	i
C=CCN1CC[C@@]2(C)c3cc(O)ccc3CC1[C@@H]2C	0	i	-7	11	i	i	i	i	-1	i	i
Cc1ccc(N2C(=O)NC(=O)C(CCc3ccccn3)(Cc3ccc(F)cc3)C2=O)cc1 (stereo not given)	3	i	-8	-3	i	i	i	i	1	i	i
O=C1NC(=O)N(Cc2ccc(F)cc2)C(=O)/C1=C\c1ccc([N+](=O)[O-])s1	1	i	0	·	6.3*	i	i	i	0	i	i
CSc1ccc(C(=O)C2CCCN(Cc3cccnc3)C2)cc1 (stereo not given)	1	i	-8	-2	i	i	-8.5*	i	0	i	i
O=C1OCCC1NC1=NCCC1 (stereo not given)	0	i	2	4	i	i	i	i	-8	i	i
O=C1NC(=O)N(Cc2cccs2)C(=O)/C1=C/c1ccc(N2CCOCC2)cc1	2	i	-13	·	i	i	i	i	-6	i	i
CCOP(=S)(OCC)SCC(=O)NC(C)(CC)C(=O)O (stereo not given)	0	i	-12	-3	i	i	i	i	0	i	i
COc1ccc(CN2CC=C(c3ccc(F)cc3)CC2)cc1Br	-4	i	-10	19	i	i	i	i	7	i	i
CC(C)N1CCN(Cc2cc3c(cc2Cl)OCO3)CC1CCO (stereo not given)	-4	i	-20	-8	i	i	i	i	13	i	i
CCCCCn1c(=O)c(C(=O)NCc2ccco2)c(O)c2ccccc21	1	i	-7	·	i	i	i	i	0	i	i
CCOP(=O)(C#CC(C)(C)C)C1(O)CCCCC1 (stereo not given)	3	i	-6	0	i	i	i	i	0	i	i
CCCCC(=O)N/N=C/c1c(O)n(C2CC2)c(=S)[nH]c1=O	1	i	-5	-7	i	i	i	i	2	i	i
CN1C2CCC1CC(=NO)C2	0	i	-7	7	i	i	i	i	-3	i	i
CCCC(=O)Nc1cc(C(=O)N2CCC3(CC2)OCCO3)ccc1S(=O)(=O)c1ccc(C)cc1	2	·	-7	4	i	i	i	i	1	i	i
CN(CC1COc2ccccc2O1)c1nc(-c2cccnc2)nc2ccccc12 (stereo not given)	6	i	-15	-2	i	i	-10*	i	3	i	i
O=C(Cn1cnc2sc3c(c2c1=O)CCCC3)NCCC(=O)N1CCC2(CC1)OCCO2	-1	i	-8	4	i	i	i	i	-1	i	i
COC(=O)C(O)(c1ccc(NC(=O)c2ccccc2)cc1)C(F)(F)F (stereo not given)	1	i	-9	6	i	i	i	i	-4	i	i
Cc1ccc(N2C(=O)NC(=O)/C(=C\c3cc(C)n(-c4ccc(C(=O)O)cc4)c3C)C2=O)cc1	6	i	-8	-9	i	i	i	i	-6	i	i
Oc1ccc(/C=N/NP(=S)(c2ccccc2)c2ccccc2)c(O)c1O	-1	i	-12	0	i	i	i	i	-3	i	i
CCCCCn1c(=O)c(C(=O)NCc2ccccc2)c(O)c2ccccc21	-2	i	-4	4	i	i	i	i	1	i	i
CCOP(=O)(/C=C(\Cl)c1ccccc1)C(O)c1ccc(F)cc1 (stereo not given)	8	i	-7	3	i	i	i	i	-3	i	i
CCN(CC)c1ccc(CN(C)CCc2ccc(OC)c(OC)c2)cc1	1	i	-20	2	i	i	i	i	-3	i	i
O=C1CCN(C(=O)CNC(=O)Cc2ccccc2)CC1	0	i	-5	-2	i	i	i	i	-1	i	i
CCCCCCC(Cl)(Cn1ccnc1)c1ccccc1 (stereo not given)	0	i	-2	-2	i	i	i	i	0	i	i
COc1ccc(-c2cc(=NCC(=O)O)c3ccccc3o2)cc1	4	i	-2	1	i	i	i	i	1	i	i
CNC(=O)Nc1ccc(C(=O)N/N=C\C23CC[C@@H](O)CC2(O)CC[C@@H]2[C@@H]3CCC3(C)C(C4=CC(=O)OC4)CCC23O)cc1 (stereo not given in full)	3	i	-15	-1	i	i	i	i	0	i	i
NC1=Nc2ccccc2Oc2ccccc21	4	i	-10	-11	i	i	i	i	-4	i	i
O=S(=O)(F)c1ccc2nc(-c3cccc(Sc4ccccc4)c3)cc(Cl)c2c1	9	i	0	·	i	i	i	i	-3	i	i
COc1cc(C(C)=O)ccc1OC(=O)N(C)c1ccccc1	1	i	-1	3	i	i	i	i	0	i	i
C#C[C@@]1(O)CCC2C3CCC4=C/C(=N/OCC(=O)NC(C(=O)O)C(C)O)CC[C@]4(C)C3CC[C@@]21C (stereo not given in full)	2	i	-2	-4	i	i	i	i	-2	i	i
CCC(CC)N1CCN(Cc2nc3ccccc3c(=O)n2-c2ccc(F)cc2)CC1	3	i	-5	-15	i	i	i	i	-2	i	i
C[N+]1(C)CCc2cc3c(cc2[C@H]1[C@@H]1OC(=O)c2c1ccc1c2OCO1)OCO3	2&0	i	-3&-10	-4&0	i	i	i	i	-3&0	i	i
CCOC(=O)c1ccc(N=C(CC)c2c(O)n(C)c(=O)n(C)c2=O)cc1	-1	i	-13	·	i	i	i	i	-1	i	i
O=c1[nH]c(=O)n(CC2CCCO2)c(O)c1/C=C1\C=Nc2ccccc21 (stereo not given)	-1&2	i	-4&-14	4	i	i	i	i	-2&1	i	i
CCOP(=O)(Cc1cc(C#N)oc1C)OCC	3	i	-8	-1	i	i	i	i	-1	i	i
Brc1ccc(C2N3CCCN23)cc1 (stereo not given)	1	i	-11	-3	i	i	i	i	-1	i	i
O=c1c2ccccc2nc(-c2ccco2)n1-c1ccccc1	2	i	-5	5	i	i	i	i	-1	i	i
O=C(Cn1c(NCCCl)nc2ccccc21)c1ccc(Br)cc1	0	i	-16	9	i	i	i	i	-7	i	i
CCCCn1c(O)c(C(C)=NCCCN(C)C)c(=O)[nH]c1=O	-6	i	-19	-1	i	i	i	i	8	i	i
Cc1cc(C)c2c(c1)-c1cc(C)nn1C(c1cccnc1)N2 (stereo not given)	-2	i	-7	-1	i	i	i	i	1	i	i
CCOP(=O)(OCC)C(NC(=O)C(Cl)Cl)C(Cl)(Cl)Cl (stereo not given)	-1	i	-4	-4	i	i	i	i	-3	i	i

(further entries)
SMILES	GSK3beta inhib	PolyA inhibitor	hERG protect	Dyrk1A ADPGlo	RGS4 inh	KCNQ1 pot	RGS4 pot	KCNK3 inh	GSK3 alpha inh	KCNQ1 inh	KCNK9 block
CCOC(=O)c1c(-n2c(C)cc(/C=C3/C(=O)NC(=O)N(CC)C3=O)c2C)sc2c1CCCC2	1	i	-2	-2	i	i	i	i	-2	i	i
C=COCCn1c(C)c(C(=O)OCC)c2cc(O)ccc21	1	i	-15	-8	i	i	i	i	2	i	i
N=C1c2ccccc2CN1CC(=O)c1ccccc1	1	i	-4	6	i	i	i	i	0	i	i
CCC(=NCCCn1ccnc1)c1c(O)n(Cc2ccccc2)c(=O)[nH]c1=O	-3	i	-7	2	i	i	i	i	14	i	i

An excerpt from above in order of number of heavy atoms, low to high.
SMILES	GSK3beta inhib	PolyA inhibitor	hERG protect	Dyrk1A ADPGlo	RGS4 inh	KCNQ1 pot	RGS4 pot	KCNK3 inh	GSK3 alpha inh	KCNQ1 inh	KCNK9 block
CN1C2CCC1CC(=NO)C2	0	i	-7	7	i	i	i	i	-3	i	i
Brc1ccc(C2N3CCCN23)cc1 (stereo not given)	1	i	-11	-3	i	i	i	i	-1	i	i
CCOP(=O)(/C=C(\Cl)c1ccccc1)C(O)c1ccc(F)cc1 (stereo not given)	8	i	-7	3	i	i	i	i	-3	i	i
